# Tb MetRS inh: blocks T. brucei methionyl-tRNA synthetase activity; actives 0.4% (n = 360,000); AID 624268; inhibition, % at 11.9 µM; purified T. brucei MetRS, ATP depletion, Kinase-Glo luminescence;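 active means inhibition above a per-plate cutoff of the control wells' mean inhibition plus 3 SD, cut at about 5.5% in these data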;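 further: 0% = DMSO wells median and 100% = median of wells with control inhibitor compound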
#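 Dosing: 11.9 µM compound single dose, 0.9% DMSO; Assay system: purified T. brucei MetRS enzyme; Measured by: Kinase-Glo luciferase luminescence reporting remaining unconsumed ATP; Schedule: 15 min plus 2 h at 25 °C.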
# Scp1 inh: Scp-1 (human) phosphatase inhibition; inhibition, % at 20 µM; Recombinant Scp1, phosphopeptide, malachite green phosphate absorbance; actives 0.88% (n = 340,000); Q9GZU7;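 active means inhibition above about 50% at 20 µM, limit read from the data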;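 further: plate controls were DMSO wells with enzyme for no effect and wells lacking enzyme for full effect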
# Target sequence (Q9GZU7 76-261 limits assumed): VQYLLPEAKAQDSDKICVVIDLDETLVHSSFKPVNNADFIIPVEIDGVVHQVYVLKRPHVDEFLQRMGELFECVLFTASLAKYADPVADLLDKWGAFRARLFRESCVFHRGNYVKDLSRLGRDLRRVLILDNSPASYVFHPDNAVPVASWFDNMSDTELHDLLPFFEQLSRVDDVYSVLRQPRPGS
#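 Test system – truncated SCP-1 phosphatase (76-261aa) · Reagent – Phosphorylated 17-residue peptide substrate · Incubation – 45 min room-temperature reaction, 5 min colour, 30 min stabiliser · Detection – colorimetric phosphate reagent with accelerator and stabiliser, absorbance at 630 nm · Measure – % inhibition at 20 µM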
# DNMT1 block: DNMT1 (human) enzyme inhibition; P26358; DNMT1 molecular beacon, Hinp1I cleavage, fluorescence; inhibition (reported as % activation of signal), % at 10 µM; actives 0.83% (n = 360,000); in the data active means inhibition above about 50%
# bovine MsrA act: activates bovine MsrA enzyme; purified bovine MsrA, absorbance read-out; activation, % at 10.6 µM; actives 0.3% (n = 360,000); AID 602163; in the data active means activation above about 7.5%;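 further: 0% = vehicle and 100% = reference activator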
# STEP block: blocks human striatal-enriched tyrosine phosphatase; inhibition, % at 20 µM; recombinant STEP, OMFP fluorogenic substrate, fluorescence; actives 0.25% (n = 360,000);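 active means inhibition at 20 µM, scaled per plate between control wells, above about 37%, limit read from the data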;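 further: 0% = DMSO with enzyme and substrate and 100% = substrate only without enzyme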
#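 Material: STEP (striatal-enriched tyrosine phosphatase) enzyme, cell-free | Medium: 50 mM Bis-Tris pH 6.0 with 2.5 mM DTT and 0.005% Tween 20 | Read-out: Percent inhibition scaled to no-enzyme and uninhibited-enzyme controls, plate-pattern corrected | Signal: Fluorescence read at 480 nm ex / 540 nm em | Times: 20 min reaction, room temperature, in the dark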
# SUMO1 PPI mod: modulators of human SUMO1-mediated protein-protein interactions | SUMO1 binding to a labelled peptide, TR-FRET, 1 h | actives 0.33% (n = 360,000) | P63165 | inhibition, % at 20 µM | AID 602429; in the data active means inhibition above about 37%
# Target sequence (P63165 whole entry, looked up): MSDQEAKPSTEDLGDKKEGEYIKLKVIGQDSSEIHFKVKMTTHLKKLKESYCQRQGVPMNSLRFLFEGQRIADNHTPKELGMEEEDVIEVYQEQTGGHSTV
# CendR NRP1 mod: NRP-1/CendR interaction modulation; inhibition, % at 25 µM; FAM-RPARPAR peptide binding to NRP-1, fluorescence polarization; actives 0.85% (n = 360,000); AID 602438; O14786;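 active means inhibition or corrected inhibition above about 18%, plus a signal ratio from 0.5 to 1.5, limit read from the data, passing the limit was not always enough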; further: strong numbers were not always called active
# LMPTP block: LMPTP (human) inhibition. P24666. recombinant LMPTP-A, OMFP fluorogenic substrate, fluorescence intensity. inhibition, % at 20 µM. actives 0.22% (n = 360,000). AID 651560;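 active means compounds that cut the enzyme signal by at least half of the control window in the single-dose screen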;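 further: plate controls were DMSO wells with enzyme plus substrate for no effect and substrate without enzyme for full effect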
#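 Assay system: LMPTP-A, protein tyrosine phosphatase of low molecular weight / Medium: pH 6.0 Bis-Tris buffer with DTT and Triton X-100 / Schedule: 50 min enzyme reaction at room temperature, protected from light / Measured by: endpoint fluorescence intensity from OMFP dephosphorylation / Read-out basis: % inhibition relative to no-enzyme and uninhibited control wells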
# eLon inh: E. coli protease La inhibition. P0A9M0. purified E. coli Lon protease, fluorescence polarization. inhibition, % at 7.94 µM. actives 0.42% (n = 360,000); in the data active means inhibition above about 13%, passing the limit was not always enough;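 further: 0% = enzyme with probe and DMSO and 100% = no enzyme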
# Target sequence (P0A9M0 whole entry, looked up): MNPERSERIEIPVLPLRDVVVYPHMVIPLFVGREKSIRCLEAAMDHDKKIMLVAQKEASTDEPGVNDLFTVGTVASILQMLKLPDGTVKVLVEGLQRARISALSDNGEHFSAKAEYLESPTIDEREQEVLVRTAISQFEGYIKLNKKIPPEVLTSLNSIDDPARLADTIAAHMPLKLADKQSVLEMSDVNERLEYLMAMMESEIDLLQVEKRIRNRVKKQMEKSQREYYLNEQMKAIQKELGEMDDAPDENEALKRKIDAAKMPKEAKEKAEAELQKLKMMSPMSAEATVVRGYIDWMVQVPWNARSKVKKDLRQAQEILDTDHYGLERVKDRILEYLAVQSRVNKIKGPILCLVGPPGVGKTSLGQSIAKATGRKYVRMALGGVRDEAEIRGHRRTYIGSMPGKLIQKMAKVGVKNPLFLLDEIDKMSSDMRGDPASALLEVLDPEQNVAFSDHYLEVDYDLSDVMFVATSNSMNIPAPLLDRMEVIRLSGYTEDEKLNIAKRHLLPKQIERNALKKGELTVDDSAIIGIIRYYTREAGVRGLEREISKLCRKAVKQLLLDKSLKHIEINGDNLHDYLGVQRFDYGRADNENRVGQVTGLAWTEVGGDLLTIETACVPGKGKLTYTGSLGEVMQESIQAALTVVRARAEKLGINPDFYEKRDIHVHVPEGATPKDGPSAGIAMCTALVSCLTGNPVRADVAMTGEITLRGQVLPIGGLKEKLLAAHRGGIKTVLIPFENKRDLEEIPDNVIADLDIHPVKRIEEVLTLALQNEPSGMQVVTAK
# MsrA inh: bovine MsrA inhibition | purified bovine MsrA, absorbance read-out | inhibition, % at 15.5 µM | actives 0.75% (n = 360,000) | AID 651718; in the data active means inhibition above about 4.5%;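 further: 0% = vehicle wells with enzyme and 100% = reference inhibitor wells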
# * marks the source's active call; other numbers are inactive results; . = no result given.
SMILES,Tb MetRS inh,Scp1 inh,DNMT1 block,bovine MsrA act,STEP block,SUMO1 PPI mod,CendR NRP1 mod,LMPTP block,eLon inh,MsrA inh
CC(=O)Nc1ccc(C(=O)N/N=C/c2ccccc2OC(=O)c2ccc(Cl)cc2)cc1,-0.5,-23,-1,6,-2,-6,-18,1.4,9,1.6
COc1ccc(OC(C)C(=O)N(C)Cc2nc(-c3ccccc3)no2)cc1 (stereo not drawn),-0.5,-8,2,-2,3,0,0,-1.1,8,-0.5
Cc1ccc(-c2noc(CN(C(=O)c3ccc4c(c3)OCO4)C(C)C)n2)cc1,-0.9,-1,2,-12,-5,5,6,-0.2,-1,0.2
C/C(CC(=O)Nc1ccc(Cl)c(C(F)(F)F)c1)=N\NC(N)=S,0.6,-7,-1,-2,-3,5,13,0.7,-7,0.3
COc1ccccc1CNC(=O)N1CCN(S(=O)(=O)c2ccc(Cl)cc2)CC1,-0.2,-5,1,-3,0,4,6,-0.9,4,-2.5
CCCSc1nc(N2CCOCC2)c2c(c1C#N)CC(C)(C)SC2,-0.1,-13,-2,-3,-1,1,-6,2.2,-10,0.1
CN(C(=O)COc1ccc([N+](=O)[O-])cc1)C1CCS(=O)(=O)C1 (stereo not drawn),-0.1,-6,2,-1,0,-13,5,0.7,-7,2.2
Cc1ccc(NCC(=O)N/N=C/c2cccn2C)cc1,-0.2,0,-2,-3,0,-3,1,1.2,-8,-0.1
COc1ccc(CC(=O)NNC(=O)CCC(=O)Nc2cc(C)ccc2C)cc1,0.6,-7,-5,-3,2,2,-2,0.4,7,0.3
CCn1cc(C(=O)NCc2ccc(C)cc2)c(=O)c2cc(S(=O)(=O)N(C)C)ccc21,-0.6,-19,-3,-1,-1,9,0,0.5,6,0.8
CCC(CC)N1CCN(S(=O)(=O)c2ccc(OC)cc2)CC1,-1.9,-1,7,-8,0,-5,-2,3.1,0,-0.5
CCOC(=O)COc1ccc(Br)cc1/C=C\c1[nH]c(=O)[nH]c(=O)c1[N+](=O)[O-],0.2,-1,19,-4,-1,23,-23,-1.7,2,4.0
CCOc1ccc(C(=O)COc2ccc(NC(C)=O)cc2)cc1,1.0,-10,-4,3,-1,-7,13,-2.0,3,-1.5
O=c1[nH]c(=S)[nH]c2c1C(c1ccc(Cl)c(Cl)c1)OC(CCc1ccccc1)C2 (stereo not drawn),-0.7,.,.,2,.,1,-14,1.4,4,0.8
COc1ccc(-c2sc3cc4c(cc3c2C#Cc2cncn2C)OCO4)cc1,-0.2,18,-10,-1,3,6,10,3.6,-4,0.2
COc1ccc(-c2cc3nc(C)c(CCC(=O)NCc4ccc(F)cc4)c(C)n3n2)c(OC)c1,-0.9,-1,-2,-1,3,1,-8,0.7,-5,-0.3
CCCCc1ccc(S(=O)(=O)NC(=O)C2(C)CCN2C(=O)C/C=C/c2ccccc2)cc1 (stereo not drawn),-0.3,.,-4,-4,-3,8,4,-0.9,-8,0.1
O=C(OCC(=O)N1CCCc2ccccc21)c1cc(S(=O)(=O)N2CCOCC2)ccc1F,-0.4,-1,-1,-2,0,-2,10,-0.5,-8,-0.5
CC(=O)Nc1nnc(SCC(=O)c2ccc(F)cc2)s1,-1.4,9,-3,-11,0,2,-4,-0.1,1,0.3
Cc1cc(N2C(=O)CCC2=O)ccc1NC(=O)c1cccs1,0.0,-7,-2,0,0,5,6,0.9,-1,-0.8
COc1cc(C(=S)N2CCOCC2)ccc1OS(=O)(=O)c1ccccc1[N+](=O)[O-],-0.1,-1,-1,-3,2,-11,-1,1.4,-1,-1.2
CCCn1nnc(NC(=O)C(C)Oc2ccc(Cl)cc2Cl)n1 (stereo not drawn),0.5,-2,1,-1,2,3,10,-1.4,6,-1.0
O=C(Nc1cccc([N+](=O)[O-])c1)C1CCN(C(=O)Cc2ccccc2)CC1,-0.4,-5,1,-2,11,-18,-10,-0.6,1,-0.5
CCOc1ccc(Cc2nnc(SCC(=O)Nc3ccc(OC)cc3)n(N)c2=O)cc1,0.3,0,6,0,-1,-1,1,-0.5,-9,-0.7
CC(C)n1cc(-c2nc(C(=O)NN)cs2)c(=O)n(Cc2ccccc2)c1=O,-0.4,-4,-2,-2,4,-10,-6,-0.6,-1,0.1
# (cont.)
SMILES,Tb MetRS inh,Scp1 inh,DNMT1 block,bovine MsrA act,STEP block,SUMO1 PPI mod,CendR NRP1 mod,LMPTP block,eLon inh,MsrA inh
CC1=C(C(=O)N2CCOCC2)CC(CC(=O)NC2CC2)C(=O)N1Cc1ccccc1 (stereo not drawn),-1.7,.,-2,-9,2,-3,-4,-0.9,-1,0.4
COC(=O)C1=CN(c2ccc(F)cc2)C(N)=C(C#N)C1c1cccc(F)c1 (stereo not drawn),-0.8,.,.,.,.,-2,4,-0.5,.,0.2
CCOc1ccc(C(C)=O)cc1COC(=O)c1cccnc1SC,-1.2,-5,-12,-5,2,-3,2,0.9,3,0.3
Cc1ccc(N2C(=O)c3ccccc3C2C(=O)c2ccc(C)c(C)c2O)cc1 (stereo not drawn),1.8,-7,-4,-3,4,-7,-2,2.5,0,-1.0
CN(C)c1nc(NN)nc(Nc2ccc(F)cc2)n1,-0.5,-9,-1,-3,-1,2,8,-0.7,-3,0.5
Cc1sc2ncn(CC(=O)OCC(=O)NC(C)(C)C)c(=O)c2c1C,-1.6,-1,3,-16,-4,-1,4,-0.6,1,0.9
C=CCn1c(SCC(=O)c2cc(C)n(C)c2C)nnc1-c1ccncc1,-0.8,-9,-3,-7,-3,-2,4,-0.9,-6,0.9
Cc1ccc(-n2c(=O)c(C#N)cc3c(=O)n4ccccc4nc32)cc1C,-0.1,48,10,6,-4,-29,-26,-0.1,-8,-0.7
Cc1ccc(-c2ncccc2OC(=O)C23CC4CC(CC(C4)C2)C3)cc1,-1.9,6,6,-9,2,-2,1,1.6,-2,0.0
Cc1cccc2c1CC(C)(C)N/C2=C\C(N)=O,0.3,-7,-4,-2,-1,-4,-11,0.2,-1,1.0
CCOC(=O)N1CCN(C(=O)c2cn(C)c3ccc(S(=O)(=O)N(C)C4CCCCC4)cc3c2=O)CC1,0.0,-13,-1,-1,0,-2,8,-0.2,-7,0.5
CS(=O)(=O)c1ccc(Nc2nc(C(N)COCc3ccccc3)cs2)cc1 (stereo not drawn),-0.3,.,-4,-3,-1,3,-2,-1.5,-15,-0.1
Cc1ccc(-c2nnc(-c3ccc4ccccc4c3)o2)cc1,-0.2,-22,9,-2,4,-4,22,2.3,-9,0.3
COc1c(OC(C)=O)c(=O)n2c3ccccc3c3ccnc1c32,0.7,-7,7,-3,2,-9,1,-0.9,14,0.6
CCOC(=O)Cn1nc(C)n(-c2ccc(Cl)cc2)c1=O,0.5,-7,1,-4,-3,1,-3,-1.7,0,0.1
COc1ccc(CNC(=O)CC23CC4CC(CC(C4)C2)C3)cc1OC,0.3,-7,1,-3,-4,0,11,0.3,5,0.6
Cc1nn(C)c(C)c1S(=O)(=O)NC1CCCC1,0.8,10,6,-11,-9,-2,5,-0.4,-3,-0.6
CSc1ccccc1NC(=O)CN(C)C(=O)c1ccc2c(c1)OCCO2,-0.5,-4,-1,-7,-2,4,-37,-2.5,12,0.1
Cc1ccc(NC(=O)COC(=O)CNC(=O)c2ccc3ccccc3c2)c([N+](=O)[O-])c1,-0.1,-18,2,-3,4,-18,9,1.5,2,1.0
COCCNC(=O)C(NC(=O)C1CCCCC1)C(C)C (stereo not drawn),1.0,-5,3,-2,-4,-6,-2,-1.3,8,1.1
O=C(O)c1ccc(NS(=O)(=O)c2cc(Cl)ccc2Cl)cc1,-1.6,-4,3,-13,-7,3,7,-1.7,1,-0.3
CC(=O)c1cccc(Oc2cc(NN3CCCCC3)c([N+](=O)[O-])cc2[N+](=O)[O-])c1,-0.3,-14,-2,-4,1,-25,0,2.9,-7,18*
COCCOC(=O)c1c(C)nc(SCC(=O)Nc2ccc(C)cc2)c(C#N)c1-c1ccco1,-1.3,-16,2,-6,4,-3,3,0.7,0,3.0
CCOc1cc(Br)ccc1S(=O)(=O)NCc1ccccc1,-0.2,-14,-1,-4,2,2,-2,-1.6,1,.
Cc1onc(-c2ccccc2Cl)c1C(=O)NCc1nc(-c2ccc(C(F)(F)F)cc2)no1,-0.6,-8,-3,-3,7,-3,2,3.1,-1,-0.4

# Reprinted at random: four records from the list, in no set order.
SMILES,Tb MetRS inh,Scp1 inh,DNMT1 block,bovine MsrA act,STEP block,SUMO1 PPI mod,CendR NRP1 mod,LMPTP block,eLon inh,MsrA inh
Cc1cccc2c1CC(C)(C)N/C2=C\C(N)=O,0.3,-7,-4,-2,-1,-4,-11,0.2,-1,1.0
Cc1ccc(NC(=O)COC(=O)CNC(=O)c2ccc3ccccc3c2)c([N+](=O)[O-])c1,-0.1,-18,2,-3,4,-18,9,1.5,2,1.0
COc1c(OC(C)=O)c(=O)n2c3ccccc3c3ccnc1c32,0.7,-7,7,-3,2,-9,1,-0.9,14,0.6
CS(=O)(=O)c1ccc(Nc2nc(C(N)COCc3ccccc3)cs2)cc1 (stereo not drawn),-0.3,.,-4,-3,-1,3,-2,-1.5,-15,-0.1

# (listing goes on)
SMILES,Tb MetRS inh,Scp1 inh,DNMT1 block,bovine MsrA act,STEP block,SUMO1 PPI mod,CendR NRP1 mod,LMPTP block,eLon inh,MsrA inh
CCOC(=O)C(C)n1cnc2c(nnn2Cc2ccc(C)cc2)c1=O (stereo not drawn),0.0,3,0,0,16,0,-3,0.8,-6,0.1
COc1ccc(Nc2nc(N)nc(CSc3nc(C)cc(C)n3)n2)cc1,-0.9,2,0,-7,1,17,4,-1.8,-5,0.4
O=C(CCC(=O)Nc1ccccc1)NNC(=O)c1ccccc1Cl,0.1,-24,-5,-1,3,3,1,-0.1,1,-0.2
O=S(=O)(NCC(c1ccco1)N1CCCCC1)c1cccc(C(F)(F)F)c1 (stereo not drawn),-0.4,0,6,-3,-1,4,13,-0.5,0,1.0
O=C(NCCN1CCN(c2ccccc2)CC1)Nc1ccccc1Br,-0.3,-1,-2,2,0,1,-4,-2.4,-5,-0.6
Cc1ccc(NC(=O)C2CCN(S(=O)(=O)c3ccc(Cl)c(C(F)(F)F)c3)CC2)nc1,-0.3,1,3,1,-1,3,-2,-0.7,10,0.6
CCOc1ccc(-n2c(C)nc3cc(C(=O)NCc4ccc5c(c4)OCO5)ccc32)cc1,0.2,-1,-4,-2,-3,0,9,3.1,0,1.3
CCc1nc(NCc2ccccc2)c(C#N)c2c1CCCC2,-0.3,-1,3,-2,2,1,9,3.1,6,1.3
COc1cccc([C@@H]2CC=C(C(=O)O)[C@H](c3ccccc3F)N2S(=O)(=O)c2ccc(C)cc2)c1,-0.3,-2,0,0,-1,3,-19,0.2,-12,0.5
CCc1ccc(C2CC(c3ccccc3Cl)Nc3nc(N)nn32)cc1 (stereo not drawn),-0.1,3,-1,9.4*,2,8,6,-0.2,-6,1.1
N#C/C(=C\c1ccc(-c2ccc([N+](=O)[O-])cc2)o1)C(=O)Nc1nc(-c2cccs2)cs1,-0.1,4,95*,-5,2,-24,-19,6.1,-6,3.1

# Screening data deposited in PubChem BioAssay by several laboratories.
